SUMO1-SIM PPI: SUMO1-SIM interaction modulation. hit rate 0.33% among 360,000. inhibition, % at 20 µM. SUMO1 binding to a labelled peptide, TR-FRET, 1 h. P63165. AID 602429; in the data active = inhibition above about 37%
Target sequence (P63165 whole entry, looked up): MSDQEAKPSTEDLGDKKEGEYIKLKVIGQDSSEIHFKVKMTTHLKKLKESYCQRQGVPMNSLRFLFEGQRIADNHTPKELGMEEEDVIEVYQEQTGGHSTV
Scp1 inh: inhibitors of human Scp-1 phosphatase; Q9GZU7; Recombinant Scp1, phosphopeptide, malachite green phosphate absorbance; inhibition, % at 20 µM; hit rate 0.88% among 340,000;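 active = inhibition above about 50% at 20 µM, limit read from the data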;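 also: plate controls were DMSO wells with enzyme for no effect and wells lacking enzyme for full effect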
Target sequence (Q9GZU7 76-261 limits assumed): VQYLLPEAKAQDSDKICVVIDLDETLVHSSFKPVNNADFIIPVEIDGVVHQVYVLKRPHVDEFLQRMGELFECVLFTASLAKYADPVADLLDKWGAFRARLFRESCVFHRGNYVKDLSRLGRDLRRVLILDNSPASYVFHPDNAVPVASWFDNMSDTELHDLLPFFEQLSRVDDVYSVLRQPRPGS
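Test system: SCP-1 catalytic domain; Buffer or medium: Acidic Tris acetate buffer with magnesium and detergent; Also added: Phosphorylated 17-residue peptide substrate; Compound: single 20 µM dose, 1% DMSO; Schedule: enzyme reaction 45 min at room temperature, colour 5 min, stabilisation 30 min; Signal: Phosphate-binding colour reagent, absorbance read at 630 nm.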
STEP block: STEP (human) phosphatase inhibition; hit rate 0.25% among 360,000; recombinant STEP, OMFP fluorogenic substrate, fluorescence; AID 588621; inhibition, % at 20 µM; P54829;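 active = inhibition at 20 µM, scaled per plate between control wells, above about 37%, limit read from the data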;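 also: 0% = DMSO with enzyme and substrate and 100% = substrate only without enzyme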
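medium = Bis-Tris buffer pH 6.0, 2.5 mM DTT, 0.005% Tween 20 | test system = STEP (striatal-enriched tyrosine phosphatase) enzyme, cell-free | measure = normalized % inhibition | compound dosing = 20 µM, 1% DMSO | also added = 25 µM OMFP | schedule = reaction 20 min, ambient temperature | measured by = fluorescence read at 480 nm ex / 540 nm em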
Rpn11 inh: Rpn11 (human) deubiquitinase inhibition; human 26S proteasome, Ub4-pepOG fluorescence polarization; 20S core pre-blocked with epoxomicin; calls only at 20 µM; hit rate 0.59% among 360,000; AID 588493;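 active = inhibition at 20 µM, scaled to each plate's controls, above about 33%, limit read from the data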
Target sequence (O00487 whole entry, looked up): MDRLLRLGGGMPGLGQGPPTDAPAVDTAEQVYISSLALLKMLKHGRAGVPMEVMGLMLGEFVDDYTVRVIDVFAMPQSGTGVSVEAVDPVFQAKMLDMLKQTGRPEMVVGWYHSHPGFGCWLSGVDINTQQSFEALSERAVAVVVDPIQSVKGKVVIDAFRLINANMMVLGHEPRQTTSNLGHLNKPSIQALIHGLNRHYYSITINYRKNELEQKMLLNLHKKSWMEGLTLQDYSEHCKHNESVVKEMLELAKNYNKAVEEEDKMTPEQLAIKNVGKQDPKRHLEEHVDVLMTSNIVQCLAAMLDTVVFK
DNMT1 block: DNMT1 (human) enzyme inhibition | P26358 | DNMT1 molecular beacon, Hinp1I cleavage, fluorescence | inhibition (reported as % activation of signal), % at 10 µM | hit rate 0.83% among 360,000 | AID 588458; in the data active = inhibition above about 50%
CendR NRP1 mod: alters CendR peptide binding to human NRP-1; O14786; FAM-RPARPAR peptide binding to NRP-1, fluorescence polarization; inhibition, % at 25 µM; hit rate 0.85% among 360,000;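 active = inhibition or corrected inhibition above about 18%, plus a signal ratio from 0.5 to 1.5, limit read from the data, passing the limit was not always enough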; also: strong numbers were not always called active
NadD block: inhibitors of Staphylococcus aureus NadD; purified NadD enzyme, colorimetric absorbance read-out; inhibition, % at 20 µM; hit rate 0.78% among 360,000; AID 602399; in the data active = inhibition above about 26%; also: some compounds past the cut are filed as inactive
MT1-MMP act inh: MT1-MMP (human) activation inhibition; P50281; GFP/RFP ratio change, % at 20 µM; hit rate 0.061% among 360,000; AID 651647; HT1080 RFP-PRO-GFP cells, GFP/RFP ratio fluorescence, overnight; percent of plate control window, DMSO zero;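 active = GFP/RFP ratio change of at least 30% with cell ATP level not reduced by more than half and red fluorescence within 50% of control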; also: strong numbers were not always called active
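Assay system – RFP-PRO-GFP reporter HT1080 cells · Compound dosing – single dose of 20 µM compound, 1% DMSO final · Incubation – overnight compound exposure at 37 °C · Measure – GFP/RFP fluorescence ratio · Benchmarks – DMSO wells and RFP-L50D-GFP cells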
LMPTP block: LMPTP (human) inhibition; hit rate 0.22% among 360,000; recombinant LMPTP-A, OMFP fluorogenic substrate, fluorescence intensity; inhibition, % at 20 µM;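 active = compounds that cut the enzyme signal by at least half of the control window in the single-dose screen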;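 also: plate controls were DMSO wells with enzyme plus substrate for no effect and substrate without enzyme for full effect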
Target sequence (P24666 whole entry, looked up): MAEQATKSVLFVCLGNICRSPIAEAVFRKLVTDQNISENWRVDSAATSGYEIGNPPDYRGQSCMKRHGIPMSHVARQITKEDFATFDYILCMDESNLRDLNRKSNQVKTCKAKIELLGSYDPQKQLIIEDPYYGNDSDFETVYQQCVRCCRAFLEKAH
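Material: LMPTP-A; amount: 0.625 nM enzyme; doses: single 20 µM dose; times: reaction 50 min, room temperature, dark; technique: fluorescence intensity of OMFP turnover product; benchmarks: no-enzyme and uninhibited controls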
SKN-1 block: blocks SKN-1 activity in C. elegans. C. elegans VP596 Pgst-4::GFP/RFP ratio, acrylamide-induced, 24 h. inhibition, % at 21.8 µM. hit rate 0.49% among 360,000. AID 624304;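 active = interference check ratio from 0.5 to 1.5 plus GFP to RFP signal ratio inhibition reaching or exceeding a fixed threshold, cut at about 30% in these data, passing the limit was not always enough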; also: some compounds called inactive have numbers as strong as hits
* hit, by the source's call; i = inactive; . = no result given. An unsorted share of the library; overall some 3.9% were active at least once.

SMILES	SUMO1-SIM PPI	Scp1 inh	STEP block	Rpn11 inh	DNMT1 block	CendR NRP1 mod	NadD block	MT1-MMP act inh	LMPTP block	SKN-1 block
Cc1cccn2c(CN[C@@H]3CCCC[C@H]3c3ccccc3)c(C(=O)N3CCOCC3)nc12	-3	-15	0	i	-1	-3	0	4	-1.7	-8
N#CC(C#N)=C1C(=O)N(CCN2CCCCC2)c2ccccc21	-16	4	0	i	-20	-10	6	2	15	-6
O=C(CN1C(=O)S/C(=C\C=C\c2ccccc2)C1=O)Nc1cccc(O)c1	-21	-12	0	i	-40	1	20	-11	3.1	-4
CC1CN(C(=O)CCC(=O)N2CCN(c3ccccn3)CC2)c2ccccc2O1 (stereo not given)	-3	-4	-2	i	2	0	5	5	-0.9	-9
COc1ccc(NC(=O)CSc2nc3ccccc3c(=O)n2CCCN2CCOCC2)c(OC)c1	6	-5	2	i	-2	4	-4	6	0.6	-4
COc1ccccc1-n1c(SCC(=O)Nc2ccc(Br)cc2)nc(O)cc1=O	2	-18	-2	i	-2	-8	4	6	0.7	1
Cc1cccc(C(=O)N2CCCCCC2)c1[N+](=O)[O-]	-4	-9	-3	i	1	12	-4	0	-1.7	-11
O=C(O)c1ccccc1C(=O)NNc1cccc(Cl)n1	-3	-5	-1	i	-2	5	-5	-4	-1.4	8
CCOC(=O)C1CCN(C(=O)CSc2c3c(nc4ccccc24)CCC3)CC1	-5	-1	0	i	1	-11	9	-4	1.5	13
N#Cc1c(N2C(=O)Nc3ccccc3N2O)sc2c1CCCCCC2	-2	-30	-1	i	5	-11	7	4	-1.0	8
O=C(CN1C(=O)C2CC=CCC2C1=O)N1CCN(S(=O)(=O)c2ccccc2)CC1 (stereo not given)	-4	-5	1	i	5	8	1	0	-0.6	-4
Cc1cc(OCC(=O)NCCCN2CCCC2=O)c2c(C)c(C)c(=O)oc2c1	1	-10	-3	i	2	-8	-3	4	-0.1	1
CCOC(=O)CSC1=NC(=O)/C(=C/c2ccc(Br)cc2)S1	-13	3	-1	i	4	-30	5	-6	-3.0	-20
CC(=O)Oc1ccc(Cn2c(C)c(C(=O)NCc3ccccc3C(F)(F)F)sc2=O)cc1	-4	.	-2	i	-1	-5	2	3	1.2	0
COc1ccc(Cc2nnc(SCC(=O)Nc3ccccc3C#N)o2)cc1	-2	-8	1	i	0	6	-2	-1	-0.9	13
CCC(Oc1ccccc1)C(=O)Nc1cc(C)on1 (stereo not given)	-4	-8	-4	i	0	-26	-5	2	-1.8	-6
COc1ccccc1C(=O)NC(=S)Nc1ccc(N2CCOCC2)cc1	-3	.	-3	i	-4	6	1	2	0.2	15
COc1ccc(S(=O)(=O)N(C)c2ccc(C(=O)N3CCCC3)cc2)cc1	0	-2	2	i	2	3	14	3	0.0	-4
Cc1noc(C)c1C(=O)OC(C)C(=O)Nc1ccc2c(c1)OCO2 (stereo not given)	0	-6	-2	i	-3	18	-7	2	-0.5	-2
c1ccc2nc3ccccc3nc2c1	-34	7	-6	i	6	6	5	1	-0.4	0
Cc1cc2c(cc1S(=O)(=O)Nc1cccc(F)c1)n(C)c(=O)c(=O)n2C	9	-7	-2	i	1	-3	0	-3	-1.0	6
O=C(CCCOc1ccc(Cl)cc1Cl)N/N=C/c1ccco1	-13	-5	0	i	1	-17	6	-4	0.4	2
COc1ccccc1NC(=O)COC(=O)C12CC3CC(CC(Br)(C3)C1)C2	-2	-14	3	i	-3	6	6	-3	4.6	-3
Cc1cccc(C)c1NC(=O)CN(C)C(=O)c1cc(S(=O)(=O)N2CCOCC2)ccc1N1CCCC1	3	0	-1	i	-2	13	5	-1	-0.3	11
C[C@@H](NC(=O)c1nc[nH]c1C(=O)NCc1ccccc1)c1ccccc1	-3	0	-2	i	0	26*	5	4	1.1	-6
CCOC(=O)c1[nH]c(C)c(C(=O)Nc2ccc(Cl)cc2)c1C	3	-4	-1	i	-1	-4	0	5	-0.2	16
Cc1ccc(O)c(C(CC(=O)NCc2ccco2)c2ccccc2)c1 (stereo not given)	0	-7	3	i	0	-12	-3	-1	-0.4	4
CCOC(=O)N1CCC(NC(=O)c2cn(-c3ccc(OC)cc3)c(=O)c3ccccc23)CC1	3	-3	-5	i	-2	-8	3	0	0.2	-7
Cc1ccc(NS(=O)(=O)c2csc(C(N)=O)c2)cc1C	4	-12	0	i	0	-2	-7	-3	-1.1	-25
CCN(CC)CCNC(=O)c1ccc(NC(=O)Cc2ccccc2F)cc1	-1	-1	2	i	0	7	1	1	-0.3	11
COc1ccccc1-c1nn(Cc2ccccc2)cc1C(=O)N1CCN(c2ncccn2)CC1	4	-13	-1	i	4	3	0	-6	-7.4	17
COc1ccccc1C1CC(c2cccs2)=Nc2ccccc2S1 (stereo not given)	-5	-2	-3	i	-2	8	9	-10	4.5	-3
CCOC(=O)C1(C)/C(=N/Nc2ccc(Cl)cc2)C(=O)C(=O)N1c1ccccc1 (stereo not given)	-20	-4	0	i	0	8	13	11	1.7	38*
CC1(C)CC(=O)C2=C(C1)OC(N)=C(C#N)C21C(=O)N(CN2CCOCC2)c2ccccc21 (stereo not given)	-1	-7	-2	i	-1	-10	-9	-4	-1.0	12
Cc1ccc([N+](=O)[O-])cc1NC(=O)CN1CCC(C)CC1	-14	-7	-1	i	-3	7	-3	4	0.7	24
Cc1cccc(N2CC3=C(C2=O)C(c2ccccc2)NC(=O)N3C)c1 (stereo not given)	0	-7	-2	i	1	1	0	6	-2.1	17
NC(=O)C1CC(=O)N(Cc2ccc3c(c2)OCO3)C(=Nc2ccccc2)S1 (stereo not given)	2	0	4	i	-3	-2	-2	-2	0.0	13
N/C(=N\OC(=O)CCCN1C(=O)c2ccccc2C1=O)c1ccc(Cl)cc1	-6	2	-1	i	0	6	-5	2	-1.3	3
CCN(Cc1ccccc1)C(c1ccncc1)c1nnnn1C(C)(C)C (stereo not given)	0	-11	-1	i	-2	4	3	0	-0.6	4
CC(=O)Nc1cccc(NC(=O)COc2ccccc2C)c1	3	-3	-4	i	-3	-2	-1	0	0.3	-7
CCOc1ccc(NC(=O)CN2CCN(C(=O)c3ccco3)CC2)cc1S(=O)(=O)N1CCCC1	8	-4	0	i	2	-8	-3	-1	-0.2	8
COc1ccc(-c2ccc(=O)n(CC(=O)NCC3COCCO3)n2)cc1 (stereo not given)	-24	-7	5	i	-4	3	3	-1	-0.5	18
Cc1ccc(C(O)(C(=O)NN(C(=O)c2ccccc2)c2ccccc2)c2ccc(C)cc2)cc1	-2	-2	0	i	-4	0	1	-4	0.8	-5
CCC(=O)N1CCC1(C)C(=O)Nc1ccc(OC(F)F)cc1 (stereo not given)	0	.	1	i	0	-6	3	0	0.5	9
Cn1nnc(NC(=S)NC(=O)c2cccc3ccccc23)n1	-6	-2	1	i	1	10	1	2	-1.2	9
CCc1ccccc1-n1c(SCC(=O)NC)nnc1-c1ccco1	4	-5	-1	i	3	8	-5	2	0.4	0
CCOc1ccc(NC(=O)CNC(=O)c2ccc(OC)c(OC)c2)cc1	0	5	-1	i	4	5	0	-1	0.8	4
CN(CC(=O)Nc1ccc(Cl)c(C(F)(F)F)c1)C(=O)Cc1cccs1	-2	-5	-1	i	1	4	-5	9	1.1	-5
S=c1[nH]ccn1-c1cccc(Cl)c1	2	-5	2	i	6	3	16	-1	-1.8	0
COc1ccc(CN2CCC(n3nccc3NC(=O)C3CC3)CC2)c(Cl)c1OC	-3	-4	1	i	1	11	-10	-3	-0.9	6
O=C(C[C@@H]1C[C@H]2c3cc(NC(=O)C4CCC4)ccc3O[C@H]2[C@@H](CO)O1)NCc1ccc(-c2ccccc2)cc1	2	.	0	i	3	-4	2	1	-1.4	-2
CC(C)c1ccc(NCCC(=O)c2ccc(Br)cc2)cc1	0	-5	-2	i	5	-2	1	2	-0.8	7
CC(C(=O)NC(C)(C)C)N(Cc1cccs1)C(=O)CCN1CCc2ccccc21 (stereo not given)	1	-9	5	i	-1	-3	-4	-7	1.2	8
Cc1ccc(C(=O)N2CCN(S(=O)(=O)c3ccccc3[N+](=O)[O-])C2)cc1	-7	-2	-4	i	2	4	-7	6	0.0	7
COc1cccc(-c2nc(CC(=O)O)cs2)c1OC	0	-6	2	i	1	5	0	4	2.0	-3
CCC[C@@H]1C[C@@H](C(=O)NC(C(C)Cl)[C@H]2O[C@H](SC)[C@H](O)[C@@H](O)[C@H]2O)N(C)C1 (stereo not given in full)	1	-9	0	i	-31	-2	2	-2	-1.7	8
CCCNC(=O)c1ccccc1NC(=O)CN(c1ccccc1OCC)S(C)(=O)=O	-1	-2	0	i	-3	2	2	1	-0.8	-13
COc1ccc(C(=O)C[C@@H]2OC[C@H](C)N2S(=O)(=O)c2ccc(C)cc2)cc1OC	-2	.	.	.	.	1	.	3	-1.3	4
CCSc1ccc(-c2ccc(C)cc2)nn1	1	6	1	i	1	5	0	3	-1.7	30
CSc1ncc(C(=O)Nc2ccc(Cl)cc2)c(C)n1	11	-12	1	i	-2	-14	-4	-5	0.2	-5

In the list so far, 2 have a CF3 group.
SMILES	SUMO1-SIM PPI	Scp1 inh	STEP block	Rpn11 inh	DNMT1 block	CendR NRP1 mod	NadD block	MT1-MMP act inh	LMPTP block	SKN-1 block
CC(=O)Oc1ccc(Cn2c(C)c(C(=O)NCc3ccccc3C(F)(F)F)sc2=O)cc1	-4	.	-2	i	-1	-5	2	3	1.2	0
CN(CC(=O)Nc1ccc(Cl)c(C(F)(F)F)c1)C(=O)Cc1cccs1	-2	-5	-1	i	1	4	-5	9	1.1	-5

Continued:
SMILES	SUMO1-SIM PPI	Scp1 inh	STEP block	Rpn11 inh	DNMT1 block	CendR NRP1 mod	NadD block	MT1-MMP act inh	LMPTP block	SKN-1 block
COc1nc(NCCO)nc(Nc2ccc([N+](=O)[O-])cc2)n1	-16	6	0	i	2	2	1	0	0.4	-4
COC1OC(COCc2ccccc2)C(N)C(OCc2ccccc2)C1OCc1ccccc1 (stereo not given)	2	-1	-2	i	-4	5	-6	-2	-0.6	-15
O=C(/C=C/c1ccccc1)NC(=S)Nc1ccc(N2CCOCC2)c(Cl)c1	-1	-5	-2	i	11	-12	4	4	-1.6	6
Cc1cccc(C)c1NS(=O)(=O)c1ccc(F)cc1	3	-12	-4	i	0	2	-6	0	0.1	22
Cc1ccc(Cn2nnnc2CN2CCC(O)(c3cccnc3)CC2)cc1	-1	-3	-2	i	2	3	-5	-8	1.4	-4
